# Compound activity deposited in PubChem by National Center for Advancing Translational Sciences (NCATS).
# EPAC2 antag: blocks human EPAC2 exchange factor | Potency, µM (highest dose often 114 µM), inactives show at the top dose activity, negative = inhibition, actives largely listed as inhibitors | 0.18% of 360,000 active | AID 720708 | EPAC2 GEF exchange of Rap1B-BODIPY-GDP, fluorescence; note: potency is the fitted concentration of half-maximal effect; % is set by controls: 0 for no effect and ±100 for the full control effect; nearly all actives have a fitted effect of over 45% in size; many of its hits are not listed in these tables
# Target sequence (Q8WZA2 whole entry, looked up): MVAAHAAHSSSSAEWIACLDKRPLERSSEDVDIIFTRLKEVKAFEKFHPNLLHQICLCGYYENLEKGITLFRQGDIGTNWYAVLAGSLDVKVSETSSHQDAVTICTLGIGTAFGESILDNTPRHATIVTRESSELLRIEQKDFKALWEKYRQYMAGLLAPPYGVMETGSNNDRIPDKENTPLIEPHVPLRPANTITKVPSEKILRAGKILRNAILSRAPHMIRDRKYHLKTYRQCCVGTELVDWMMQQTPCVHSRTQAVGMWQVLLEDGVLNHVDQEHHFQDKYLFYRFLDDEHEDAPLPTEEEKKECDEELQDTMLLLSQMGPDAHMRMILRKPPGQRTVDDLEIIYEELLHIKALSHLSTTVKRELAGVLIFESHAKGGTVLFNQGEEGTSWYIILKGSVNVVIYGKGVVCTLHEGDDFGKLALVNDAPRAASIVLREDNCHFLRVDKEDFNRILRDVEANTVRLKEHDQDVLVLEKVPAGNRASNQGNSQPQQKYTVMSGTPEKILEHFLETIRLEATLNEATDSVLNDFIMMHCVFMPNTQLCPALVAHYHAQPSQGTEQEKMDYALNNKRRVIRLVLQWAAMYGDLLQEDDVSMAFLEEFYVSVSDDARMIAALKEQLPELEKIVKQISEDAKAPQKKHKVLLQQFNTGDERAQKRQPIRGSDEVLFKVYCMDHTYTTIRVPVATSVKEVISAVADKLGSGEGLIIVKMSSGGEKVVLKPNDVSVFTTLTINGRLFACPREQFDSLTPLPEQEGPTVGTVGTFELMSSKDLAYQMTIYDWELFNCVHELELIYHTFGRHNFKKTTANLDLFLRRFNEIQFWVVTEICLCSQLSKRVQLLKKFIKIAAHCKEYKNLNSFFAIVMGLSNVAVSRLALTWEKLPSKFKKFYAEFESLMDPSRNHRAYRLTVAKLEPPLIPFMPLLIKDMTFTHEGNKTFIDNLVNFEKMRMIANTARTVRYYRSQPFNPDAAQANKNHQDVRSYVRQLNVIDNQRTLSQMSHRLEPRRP
# CCT modulator: modulators of cytosolic chaperonin (CCT/TRiC) activity; purified chaperonin ATPase assay, HTRF ADP detection, 30 min; activity change, % (test concentration not listed), hits read low; 0.3% of 360,000 active; AID 651819; in the data active = activity change below about -30%; note: % is set by controls: 0 for no effect and ±100 for the full control effect
#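 TRiC at 40 or 20 nM final (batch-dependent) in 30 mM Tris pH 7.4, 100 mM KCl, 5 mM MgCl2, 1 mM DTT, with compound at single 76 uM and 10 uM ATP, 30 min at 37 deg C. ADP detected by HTRF Transcreener, 665/615 ratio.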
# EPAC1 agonist: EPAC1 (human) agonism. O95398. EPAC1 agonist qHTS, biochemical assay; response scale: 100% = response to 6.5 mM cAMP. Potency, µM (titrated, usually from 154 µM), inactives show top-dose activation, hits mostly activators. 0.073% of 360,000 active. AID 720707; note: potency is the fitted concentration of half-maximal effect; nearly all actives have a fitted effect of over 60% in size
#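 Normalized to 6.5 mM cAMP, activity reflects EPAC1-catalysed release of BODIPY-GDP from Rap1B, followed kinetically over 30 min at 480 nm excitation, 540 nm emission. Reaction contained 100 nM EPAC1, 250 nM Rap1B-BODIPY-GDP, 50 uM GDP.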
# PLK1 PBD block: inhibitors of human PLK1 polo-box domain binding; Potency, µM, for the others: max response, negative = inhibition, usual class: inhibitors; Plk1 PBD binding of FITC phosphopeptide, fluorescence polarization; 2.8% of 360,000 active; P53350; note: potency is the fitted concentration of half-maximal effect; series mostly up to about 57 µM; % is set by controls: 0 for no effect and ±100 for the full control effect; nearly all actives have a fitted effect of over 65% in size
# Mm-Cpn inhibitor: blocks the Methanococcus maripaludis chaperonin Mm-Cpn; purified Mm-Cpn ATPase, ADP Transcreener TR-FRET; Potency, µM (doses to about 76.9 µM), for the others: top-dose activity, negative = inhibition, actives largely listed as inhibitors; 0.031% of 330,000 active; AID 504842; note: potency is the fitted concentration of half-maximal effect; % is set by controls: 0 for no effect and ±100 for the full control effect; nearly all actives have a fitted effect of over 80% in size
#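 ATPase turnover read by TR-FRET ADP competition (Eu cryptate antibody/ADP-d2, 665/590 nm): 10uM ATP final, 25nM Mm-CPN final, 30 min 37degC after 10-min compound preincubation, pH 7.4 Tris/KCl/MgCl2/DTT buffer.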
# WRN inhibitor: WRN helicase (human) inhibition. AID 651768. WRN helicase unwinding, fluorescent forked duplex, kinetic. 0.46% of 360,000 active. Potency, µM (doses to about 114 µM), without a hit: at the top dose activity change, negative = inhibition, hits mostly inhibitors. Q14191; note: potency is the fitted concentration of half-maximal effect; % is set by controls: 0 for no effect and ±100 for the full control effect; nearly all actives have a fitted effect of over 55% in size
#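 Primary qHTS, 1536-well format. 20 nM WRN + compound, 15 min RT; start with 100 nM forked fluorophore/quencher duplex, 2 mM ATP (final); kinetic read ex 525/em 598 nm.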
# EPAC1 antagonist: antagonists of human EPAC1 | O95398 | EPAC1 GEF assay, Rap1b-BODIPY-GDP exchange fluorescence | Potency, µM (series often up to 115 µM), for the others: top-dose activity change, negative = inhibition, hits mostly inhibitors | 0.14% of 360,000 active;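 note: potency is the fitted concentration of half-maximal effect; plate controls were vehicle for no effect and positive control for full effect; nearly all actives have a fitted effect of over 50% in size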
# PI5P4K alpha inh: blocks human PI5P4K alpha kinase activity | P48426 | PI5P4Kalpha enzyme, ADP-Glo luminescence, 60 min; stronger effect = lower value | max response, % | 1.2% of 330,000 active; active = max response of -50% or lower; inconclusive = between -30% and -50%; inactive = -30% or higher; note: value at the top dose of about 77 µM; % is set by controls: 0 for no effect and ±100 for the full control effect
#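 Compounds were pin-transferred onto PI5P4Kalpha and substrate in HEPES pH 7.4 buffer with EGTA, CHAPS and 5% DMSO. ATP (5 microM final) started the reaction, which ran 60 minutes at room temperature before ADP-Glo detection.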
# Numbers without * were called inactive; u = inconclusive; x = no result given; [ ] = dose if it differs, or a comment. Unless noted, calls come from the whole dose curve; as a rule, active = well fitted curve in the direction sought with a large enough effect; inconclusive = small, poorly fitted or top-dose-only effect, or another doubt; inactive = no such curve, though single readings can be large; an effect the other way counts as inactive or inconclusive. A portion of the library; rates above refer to the full screens.
SMILES,EPAC2 antag,CCT modulator,EPAC1 agonist,PLK1 PBD block,Mm-Cpn inhibitor,WRN inhibitor,EPAC1 antagonist,PI5P4K alpha inh
Cc1ccc(C)c(N2CCN(CC(=O)Nc3ccc4[nH]c(=O)[nH]c4c3)CC2)c1,5%,0.2,-8%,1%,4%,9%,0%,-6
CCNC(=S)N/N=C/c1ccc(OCC(=O)Nc2ccc(OC)cc2)c(OC)c1,7%,-2.8,-13%,-9%,2%,-5%,-17%,-2
C=CCNC(=S)NNc1nc2sc3c(c2c(=O)[nH]1)CC(C)(C)OC3,-9%,-0.1,3%,-26%,-2%,2%,-16%,0
O=C(OC(C(=O)NC1CCCCC1)c1ccccc1)c1ccco1 (stereo not drawn),10%,0.9,-2%,-1%,0%,4%,-1%,-4
CC(C)NC(=O)NC(=O)CN1c2cccc3cccc(c23)S1(=O)=O,-26%,1.9,-13%,-14%,-2%,-3%,4%,-20
CC(C)CNS(=O)(=O)c1ccc(CCC(=O)O)cc1,-1%,1.9,4%,-3%,2%,-6%,-2%,-1
Cc1ccc(C(=O)N/C(=C\c2cccnc2)c2nc3ccccc3[nH]2)cc1,3%,-3.7,11%,-11%,-1%,-14%,2%,-1
CCC(C)c1cc(S(=O)(=O)N2CCOCC2)ccc1OC (stereo not drawn),0%,0.0,3%,-5%,1%,-21%,-14%,0
N#Cc1ccccc1OCC(=O)Nc1ccc(N2CCOCC2)cc1N1CCOCC1,-9%,-0.3,9%,9%,-4%,2%,3%,0
CN(C)C(=O)CN1C(=O)C2CCCCN2C(=O)c2ccccc21 (stereo not drawn),18%,2.0,-10%,-9%,-1%,-4%[57.1 µM],10%,2
Cc1ccc(NCC(=O)N=Nc2c(O)n(C)c3ccccc23)cc1,-10%,0.3,-6%,-14%,0%,5%,17%,-1
CN(C)c1ccc(CN2CCCCC2)cc1,5%,1.3,6%,-3%,1%,-4%,5%,2
COc1ccc(OCC(=O)NNC(=O)c2nn(C)c(=O)c3ccccc23)cc1,1%,-2.0,5%,-8%,1%,7%,8%,3
CCOc1ccc(C(=O)NCC2CCN(CC3CCCCC3)CC2)cc1,-5%,3.2,2%,-7%,1%,-7%,-30%,22
Cc1cccc(NC2=Nc3ccccc3N3C2=Nc2c(c(C)nn2-c2ccccc2)C3c2ccc(O)c(O)c2)c1 (stereo not drawn),9%,-2.6,0%,-1%,-3%,1%,-10%,-92*

# Entries listed so far with nitrogen in an aromatic ring:
SMILES,EPAC2 antag,CCT modulator,EPAC1 agonist,PLK1 PBD block,Mm-Cpn inhibitor,WRN inhibitor,EPAC1 antagonist,PI5P4K alpha inh
Cc1ccc(C)c(N2CCN(CC(=O)Nc3ccc4[nH]c(=O)[nH]c4c3)CC2)c1,5%,0.2,-8%,1%,4%,9%,0%,-6
C=CCNC(=S)NNc1nc2sc3c(c2c(=O)[nH]1)CC(C)(C)OC3,-9%,-0.1,3%,-26%,-2%,2%,-16%,0
Cc1ccc(C(=O)N/C(=C\c2cccnc2)c2nc3ccccc3[nH]2)cc1,3%,-3.7,11%,-11%,-1%,-14%,2%,-1
Cc1ccc(NCC(=O)N=Nc2c(O)n(C)c3ccccc23)cc1,-10%,0.3,-6%,-14%,0%,5%,17%,-1
COc1ccc(OCC(=O)NNC(=O)c2nn(C)c(=O)c3ccccc23)cc1,1%,-2.0,5%,-8%,1%,7%,8%,3
Cc1cccc(NC2=Nc3ccccc3N3C2=Nc2c(c(C)nn2-c2ccccc2)C3c2ccc(O)c(O)c2)c1 (stereo not drawn),9%,-2.6,0%,-1%,-3%,1%,-10%,-92*

# Sorted by molecular weight (smallest number first): 3 of the compounds above
SMILES,EPAC2 antag,CCT modulator,EPAC1 agonist,PLK1 PBD block,Mm-Cpn inhibitor,WRN inhibitor,EPAC1 antagonist,PI5P4K alpha inh
CN(C)c1ccc(CN2CCCCC2)cc1,5%,1.3,6%,-3%,1%,-4%,5%,2
CC(C)CNS(=O)(=O)c1ccc(CCC(=O)O)cc1,-1%,1.9,4%,-3%,2%,-6%,-2%,-1
CN(C)C(=O)CN1C(=O)C2CCCCN2C(=O)c2ccccc21 (stereo not drawn),18%,2.0,-10%,-9%,-1%,-4%[57.1 µM],10%,2

# The listing continues:
SMILES,EPAC2 antag,CCT modulator,EPAC1 agonist,PLK1 PBD block,Mm-Cpn inhibitor,WRN inhibitor,EPAC1 antagonist,PI5P4K alpha inh
CCN(CC)S(=O)(=O)c1ccc(OCC(=O)NC(=O)c2ccccc2OC)c([N+](=O)[O-])c1,3%,-2.4,-16%,-2%,2%,-22%,4%,-7
CCS(=O)(=O)c1ccc2oc(Nc3ccc(C(C)(C)C)cc3)nc2c1,-8%,-1.4,-7%,-10%,0%,-15%,-29%,5
CC(C)CN(C(=O)CN1CCN(c2ccc(O)cc2)CC1)c1c(N)n(CC(C)C)c(=O)[nH]c1=O,1%,1.7,-6%,-11%,-6%,-8%,1%,-12
C=COCCNC(=S)N1CCOCCOCCN(C(=S)NCCOC=C)CCOCCOCC1,1%,1.9,-1%,-7%,-3%,-10%,-12%,-1
C=CCNC(=O)N1C2=NC(C(=O)OC)=C(C(=O)OC)[C@@H]3N(Cc4ccccc4)c4ccccc4[C@]23C[C@H]1C(=O)OC,-11%,-1.6,-5%,-17%,x,-4%,6%,-1
CCOc1ccc(C(=O)NCCCN(CC)CC)cc1,0%,-2.2,1%,-2%,1%,2%,-7%,x
CC(C)CCNc1nnnc2c1sc1nc(N3CCOCC3)c3c(c12)CC(C)(C)SC3,-5%,-0.7,1%,-7%,-2%,-4%,22%,-1
Cc1ccc(OCC(=O)Nn2cnnc2)c(Br)c1,11%,3.2,-6%,1%,0%,-5%[57.1 µM],13%,x
C[C@H](NC(=O)N1CCn2c1nc1ccccc12)C(=O)NCc1ccccc1,-8%,0.8,10%,0%,0%,-6%,14%,6
O=C(CCSCc1ccccc1F)NCc1ccc(F)cc1,3%,-0.9,-3%,-5%,2%,-6%,-21%,8
CC(C)(C)NC(=O)C(CCc1ccccc1)n1c(=O)c(-c2ccccc2)nc2ccccc21 (stereo not drawn),1%,x,5%,-23%,x,-14%,-7%,-5
CCOC(=O)c1nnn(CC(=O)N2N=C(c3cc(C)ccc3C)CC2c2ccc(OC)cc2)c1C(=O)OCC (stereo not drawn),10%,-1.9,-7%,3%,0%,-2%,-3%,-3
Cc1ccc(S(=O)(=O)N2CCN(Cc3ccccn3)CC2)cc1,20%,0.4,-9%,3%,2%,5%,4%,8
Cc1cc(F)ccc1NS(=O)(=O)c1c(C)nc2scc(C)n2c1=O,-8%,-2.9,13%,-15%,1%,1%[57.1 µM],-14%,1
C=CCc1ccccc1OCC(O)CN(CC)CC (stereo not drawn),1%,-2.2,7%,-1%,0%,-7%,-1%,x
OCCN(CCO)c1ncnc2c1sc1nc(N3CCOCC3)c3c(c12)CCCC3,-6%,-1.5,7%,0%,0%,-10%,-13%,x
O=C(OC(C(=O)NC1CCCCC1)c1ccccn1)c1cccs1 (stereo not drawn),1%,-0.4,7%,-14%,3%,-1%,-6%,0
COc1ccc(OC)c(CN2CCC(CO)(CCOc3ccccc3)CC2)c1,3%,-2.6,0%,-9%,-3%,4%,14%,-5
Cc1ccc(-c2nc(S(=O)(=O)c3ccc(C)cc3)c(N(C)C)o2)cc1,-3%,-1.3,-19%,-6%,-1%,-10%,-1%,-29
Cc1cccc(N2CCN(S(=O)(=O)c3c(C)[nH]c(=O)[nH]c3=O)CC2)c1C,16%,1.3,-13%,-11%,0%,-3%,2%,x
O=C(NC(=S)Nc1cccc(Cl)c1Cl)C1CC1,-5%,-1.3,2%,-3%,2%,-2%,6%,-1
COc1cc(NC(=O)Cn2cnc3sc(C)c(S(=O)(=O)N4CCOCC4)c3c2=O)cc(OC)c1OC,13%,-1.9,0%,-3%,0%,0%,-10%,6
N#CCC(=O)Nc1ccc(C(=O)OCC(=O)Nc2cccc(C(F)(F)F)c2)cc1,0%,3.2,-11%,-7%,-2%,0%,-10%,-1
COc1ccc2[nH]c3c(=O)n(CCCC(=O)NC4CCCCC4C)c(=S)[nH]c3c2c1 (stereo not drawn),-24%,-1.7,-14%,30µM*,-1%,8%,-28%,-17
O=C(CSc1nc2ccccc2[nH]1)Nc1ccc2c(c1)CCC2,3%,-2.1,-2%,-1%,1%,-6%,-11%,-2
CC(=O)Nc1cccc(-c2ccnc3c2CC(C(=O)Nc2ccc(C(C)C)cc2)O3)c1 (stereo not drawn),-10%,0.2,1%,6%,x,-12%,-12%,-4
Nc1ncc(Br)cc1S(=O)(=O)NCCC(=O)N1CCN(c2ccccc2)CC1,3%,-0.1,-8%,-3%,1%,2%,7%,-4
O=C(O)[C@H]1CCCC[C@H]1C(=O)Nc1ccc(Nc2ccccc2)cc1,0%,-2.5,0%,0%,0%,1%[57.1 µM],7%,-8
COc1ccc(NC(=O)CSc2ccccn2)c([N+](=O)[O-])c1,-20%,0.4,8%,-4%,3%,-8%,1%,6
Nc1ccc(Cc2ccc(N)c(C(=O)O)c2)cc1C(=O)O,6%,-1.8,-1%,-10%,-1%,-5%,-3%,x
C/C=C/c1ccc(OCC(=O)OCc2csc(CC(=O)Nc3ccccc3C)n2)c(OC)c1,-25%,-1.7,1%,0%,1%,0%,-20%,-7
O=c1cc(NS(=O)(=O)c2ccccc2)nc(SCc2c(Cl)cccc2Cl)[nH]1,0%,-1.5,17%,-7%,0%,u,-23%,4
Cc1ccc(C(=O)Nc2ccon2)cc1S(=O)(=O)N1CCCC1,15%,1.5,-2%,1%,0%,-6%,9%,x
O=C(NCc1cccnc1)c1cccc(C(F)(F)F)c1,21%,1.9,3%,-10%,1%,-6%,21%,x
CCCc1cc(=O)[nH]c(SCC(=O)N(CC)Cc2ccccc2)n1,-8%,1.1,-5%,-19%,2%,2%,12%,-3
Cc1cccc2c1N(C(=O)CN1C(=O)c3ccccc3C1=O)C(C)(C)c1ssc(=S)c1-2,-5%,0.1,10%,-20%,-1%,-24%[57.1 µM],-6%,10

# Grouped by structure: the entries above with a nitro group on carbon.
SMILES,EPAC2 antag,CCT modulator,EPAC1 agonist,PLK1 PBD block,Mm-Cpn inhibitor,WRN inhibitor,EPAC1 antagonist,PI5P4K alpha inh
CCN(CC)S(=O)(=O)c1ccc(OCC(=O)NC(=O)c2ccccc2OC)c([N+](=O)[O-])c1,3%,-2.4,-16%,-2%,2%,-22%,4%,-7
COc1ccc(NC(=O)CSc2ccccn2)c([N+](=O)[O-])c1,-20%,0.4,8%,-4%,3%,-8%,1%,6
